Screening data from PubChem.
KB-3-1 tox: KB-3-1 parental cell cytotoxicity | KB-3-1 viability, CellTiter-Glo ATP luminescence, 72 h | Potency, µM (highest dose often 46.1 µM), without a hit: top-dose activity change, negative = cytotoxic, hits mostly cytotoxic | 400,000 tested, 1.4% active; further: potency means the concentration at half of the fitted maximal effect; on the % scale 0 is the no-effect control and ±100 the full control effect; nearly all actives have a fitted effect of over 60% in size
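Here the drug-naive KB-3-1 line serves as comparator for MDR sub-line selectivity; cells received compound titrations, 72 h at 37 °C, then CellTiter-Glo readout.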
SW480 rereplic: DNA re-replication induction in SW480 cells | 340,000 tested, 1.8% active | SW480 DNA re-replication, Hoechst DNA content imaging, 48 h | Potency, µM (titrated, usually from 46.1 µM), for inactives: top-dose re-replication activation, most hits filed as activators; further: potency means the concentration at half of the fitted maximal effect; % of control where 0% means no effect; nearly all actives have a fitted effect of over 55% in size
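Cells (250 per well) received 23 nL compound or DMSO by pin tool and were kept 48 hr at 37 C, 5% CO2. Nuclei were then stained with Hoechst for 40 min and scanned for DNA content.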
MCF10A rereplic: induces DNA re-replication in MCF 10a normal breast cells. Potency, µM (titrated, usually from 46.1 µM), inactives show top-dose activity, positive = re-replication, most hits filed as activators. MCF 10A DNA re-replication, Hoechst nuclear intensity, 48 h. 350,000 tested, 2.9% active; further: potency means the concentration at half of the fitted maximal effect; % of control where 0% means no effect; nearly all actives have a fitted effect of over 50% in size
IL-1B inflam inh: inflammasome signaling inhibition, IL-1 beta readout; THP-1 LPS/ATP IL-1B secretion, AlphaLISA, 16 h; stronger effect = lower value; activity change, % at 57.5 µM; 360,000 tested, 4.7% active; AID 743279; in the data active means activity change below about -50%; inconclusive means mostly about -30% to -49%; further: on the % scale 0 is the no-effect control and ±100 the full control effect
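Secreted IL-1B measured by AlphaLISA bead assay after 16 h compound exposure of THP-1 cells; compounds (final up to 57.5 uM) added 1 h before LPS (250 ng/mL) and ATP (1.25 mM) stimulation; lower signal means less secretion.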
WRN inhibitor: WRN helicase (human) inhibition | Q14191 | WRN helicase unwinding, fluorescent forked duplex, kinetic | Potency, µM (titrated, usually from 114 µM), for inactives: top-dose activity change, negative = inhibition, actives largely listed as inhibitors | 360,000 tested, 0.46% active | AID 651768; further: potency means the concentration at half of the fitted maximal effect; on the % scale 0 is the no-effect control and ±100 the full control effect; nearly all actives have a fitted effect of over 55% in size
Target sequence (Q14191 whole entry, looked up): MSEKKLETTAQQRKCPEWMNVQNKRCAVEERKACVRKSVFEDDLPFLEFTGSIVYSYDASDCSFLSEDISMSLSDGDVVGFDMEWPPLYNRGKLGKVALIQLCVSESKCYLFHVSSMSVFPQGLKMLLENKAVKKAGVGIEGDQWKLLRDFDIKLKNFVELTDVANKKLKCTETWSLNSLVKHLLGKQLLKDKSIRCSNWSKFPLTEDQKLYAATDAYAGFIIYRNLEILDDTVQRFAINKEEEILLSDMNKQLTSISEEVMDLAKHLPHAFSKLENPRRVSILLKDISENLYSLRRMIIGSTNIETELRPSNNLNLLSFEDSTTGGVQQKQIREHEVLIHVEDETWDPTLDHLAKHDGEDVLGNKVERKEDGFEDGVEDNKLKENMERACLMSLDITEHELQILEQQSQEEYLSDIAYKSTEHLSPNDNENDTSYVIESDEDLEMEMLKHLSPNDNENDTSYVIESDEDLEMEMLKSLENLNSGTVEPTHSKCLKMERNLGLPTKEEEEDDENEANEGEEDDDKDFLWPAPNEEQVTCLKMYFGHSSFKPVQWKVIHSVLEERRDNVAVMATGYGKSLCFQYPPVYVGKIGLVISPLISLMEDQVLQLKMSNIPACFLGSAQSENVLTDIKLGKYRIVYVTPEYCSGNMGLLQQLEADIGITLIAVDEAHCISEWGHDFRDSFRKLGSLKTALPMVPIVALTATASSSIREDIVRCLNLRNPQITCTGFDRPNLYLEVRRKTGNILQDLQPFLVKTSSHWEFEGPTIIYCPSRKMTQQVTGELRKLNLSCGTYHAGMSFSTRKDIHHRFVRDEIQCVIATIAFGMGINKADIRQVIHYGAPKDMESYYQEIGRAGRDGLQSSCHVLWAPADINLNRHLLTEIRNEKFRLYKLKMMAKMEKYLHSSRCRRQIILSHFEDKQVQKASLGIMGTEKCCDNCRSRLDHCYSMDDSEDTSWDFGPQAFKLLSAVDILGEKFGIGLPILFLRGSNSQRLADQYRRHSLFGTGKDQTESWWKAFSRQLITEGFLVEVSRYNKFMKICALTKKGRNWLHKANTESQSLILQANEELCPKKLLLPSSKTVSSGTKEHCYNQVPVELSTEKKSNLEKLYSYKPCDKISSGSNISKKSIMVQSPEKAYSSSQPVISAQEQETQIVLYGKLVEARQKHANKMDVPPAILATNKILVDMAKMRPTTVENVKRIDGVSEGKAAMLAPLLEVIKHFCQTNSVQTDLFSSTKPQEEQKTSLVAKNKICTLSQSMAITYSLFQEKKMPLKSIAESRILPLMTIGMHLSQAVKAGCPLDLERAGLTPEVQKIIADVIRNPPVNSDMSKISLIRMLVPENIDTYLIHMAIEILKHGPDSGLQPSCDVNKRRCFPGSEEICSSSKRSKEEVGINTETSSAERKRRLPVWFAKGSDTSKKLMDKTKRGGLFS
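Kinetic fluorescence helicase assay: unwinding of a quenched forked DNA duplex (100 nM final) with 2 mM ATP final raises red fluorescence (525/598 nm). Compounds sat 15 min at room temperature with 20 nM WRN beforehand.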
ATXN2 expr inh: inhibitors of ATXN2 expression; HEK-293 ATXN2-luciferase reporter, luminescence, 24 h; Potency, µM (doses to about 57 µM), for inactives: at the highest dose activity change, negative = inhibition, most hits filed as inhibitors; 360,000 tested, 0.72% active; further: potency means the concentration at half of the fitted maximal effect; on the % scale 0 is the no-effect control and ±100 the full control effect; nearly all actives have a fitted effect of over 55% in size
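ATXN2-luciferase reporter cells (luciferase flanked by upstream and downstream ATXN2 gene portions) were treated 24 h at 37 °C with compounds at up to 57 uM. SteadyGlo luminescence gave expression; GF-AFC fluorescence gave viability.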
HT1080 IDH1KD tx: toxicity to HT-1080 IDH1 knockdown cells (counter line) | HT-1080 IDH1 knockdown viability, ATP luminescence, 48 h | Potency, µM (series often up to 46.1 µM), without a hit: at the top dose activity, negative = toxicity, usual class: cytotoxic | 360,000 tested, 2% active | AID 686971;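 further: potency means the concentration at half of the fitted maximal effect; 0% = DMSO wells and -100% = cell-free medium wells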
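Viability of IDH1-knockdown HT-1080 fibrosarcoma cells was assessed by CellTiter-Glo after 48 h at 37 °C with titrated compound; concentration-effect curves were classified by fit quality and response size.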
HT1080-NT tox: kills 2HG-producing HT-1080-NT fibrosarcoma cells; 360,000 tested, 1.6% active; Potency, µM (titrated, usually from 46.1 µM), inactives show top-dose activity, negative = less viability, actives largely listed as cytotoxic; AID 686970; HT-1080-NT fibrosarcoma viability, CellTiter-Glo ATP luminescence, 48 h;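 further: NT is the 2HG producing partner of a matched IDH1 knockdown line; potency means the concentration at half of the fitted maximal effect; 0% = DMSO-treated cells and -100% = media-only wells without cells; nearly all actives have a fitted effect of over 55% in size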
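Viability by CellTiter-Glo luminescence after 48 h compound exposure at 37C of HT-1080-NT cells (750/well, RPMI, 5% FBS). % activity scaled between DMSO wells and medium-only wells, then curve-fitted and categorized by curve class.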
KB-V1 cytotox: kills drug-selected multidrug resistant KB-V1 cells. KB-V1 MDR cells viability, CellTiter-Glo, 72 h. Potency, µM (highest dose often 46.1 µM), for inactives: top-dose activity change, negative = cytotoxicity, usual class: cytotoxic. 400,000 tested, 3.4% active; further: potency means the concentration at half of the fitted maximal effect; on the % scale 0 is the no-effect control and ±100 the full control effect; nearly all actives have a fitted effect of over 60% in size
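KB-V1 cells (P-gp-expressing MDR subline of KB-3-1) in phenol-red-free DMEM with 10% FBS were exposed to library compounds over a concentration series for 72 h at 37 degrees C. Viability read by CellTiter-Glo luminescence; concentration-effect curves fitted after normalization.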
* = called active by the depositor; ? = inconclusive; · = not tested or not shown; & = joins results of further samples; [ ] = remark or other dose. Unless noted, the call rests on the fitted dose curve; in most records, active means well fitted curve in the direction sought with a large enough effect; inconclusive means small, poorly fitted or top-dose-only effect, or another doubt; inactive means no such curve, though single readings can be large; an effect the other way counts as inactive or inconclusive.

The line under a structure holds: KB-3-1 tox, SW480 rereplic, MCF10A rereplic, IL-1B inflam inh, WRN inhibitor, ATXN2 expr inh, HT1080 IDH1KD tx, HT1080-NT tox, KB-V1 cytotox
COc1ccccc1/C=C/C(=O)N1CCc2cc(OC)c(OC)cc2C1C (centres undefined)
    9%, -1%, -14%, -70*, 6%, -24%, ?, ?, -8%
C[C@@H]1CN([C@@H](C)CO)C(=O)CCCn2nncc2CO[C@@H]1CN(C)C(=O)c1ccc2ccn(C)c2c1
    26%, ·, ·, 26, 3%, 3%, 12%, 14%, -6%
O=C1NC(=S)N/C1=C/c1cccn1-c1ccc([N+](=O)[O-])cc1
    -46%, -5%, -3%, 15, -7%, -9%, ?, ?, -15%
O=C1c2ccccc2/C(=C\c2ccc(Br)s2)N1c1ccccc1
    18%, 1%, 3%, 37, -5%, 12%, -10%, 8%, ?
COc1cc(OC)cc(-c2nnc(SCc3ccc(C(=O)O)cc3)o2)c1
    5%, -20%, ?, -15, -26%, 9%, -12%, 0%, ?
COC(=O)c1ccncc1C(=O)Nc1ccc(F)cc1
    -3%, -5%, 3%, -6, -1%, -26%, 14%, 12%, -9%
COc1cc2cc(CCCOC(=O)CCCC(=O)O)oc(=O)c2cc1OC
    14%, -9%, -63%[inhibitor], 18, -7%, 10%, -5%, 0%, 0%
O=C(CNc1ccc(Br)cc1)c1ccccc1
    -2%, 4%, 0%, -23, 12%, 1%, 0%, ?, 3%
O=C(COC(=O)c1ccc(Br)cc1)Nc1ccccc1Br
    11%, -18%, -2%, 16, -2%, 0%, 1%, 11%, 23%
Oc1ccccc1-c1csc(-c2ccccc2)n1
    19%, ?, -6%, -1, -3%, 124%[activator], -6%, -1%, -3%

Shown as a hit in IL-1B inflam inh (from the list above):
| SMILES | SW480 rereplic | IL-1B inflam inh | WRN inhibitor |
| --- | --- | --- | --- |
| COc1ccccc1/C=C/C(=O)N1CCc2cc(OC)c(OC)cc2C1C (centres undefined) | -1% | -70* | 6% |

The results go on:
The line under a structure holds: KB-3-1 tox, SW480 rereplic, MCF10A rereplic, IL-1B inflam inh, WRN inhibitor, ATXN2 expr inh, HT1080 IDH1KD tx, HT1080-NT tox, KB-V1 cytotox
S=C1NCCc2ccccc2C1c1ccccc1Cl (centres undefined)
    12%, 1%, 13%, 8, 0%[57.1 µM], -3%, -13%, -9%, 0%
COCCCNc1nc2c(-c3cccc(C)c3)nnn2c2ccccc12
    3%, 8%, 13µM*, 2, 9%, -6%, -8%, 13%, -10%
O=C(Cc1ccccc1Cl)NC1(O)C(=O)c2ccccc2C1=O
    -5%, 10%, ?, 1, 1%[11.6 µM], -15%, -8%, -1%, 23%
Cc1ccsc1/C=N/NC(=O)c1ccc(Cn2cc(Br)cn2)o1
    -14%, -610%[inhibitor], 5%, 8, -4%, 12%, 3%, 0%, 10%
Cc1cc(C(=O)CN2C(=O)NC(c3ccccc3)(c3ccccc3)C2=O)c(C)n1Cc1ccco1
    -21%, 1%, 5%, -3, -8%, 1%, -7%, -12%, -4%
CC1CC(C)CN(CC(=O)NC(c2ccccc2)c2ccccc2)C1 (centres undefined)
    1%, 0%, ?, -10, -8%, ·, 4%, 0%, ?
Fc1ccc(N2CCN(C(=S)NCC3CCCO3)CC2)cc1 (centres undefined)
    0%, -82%[inhibitor], -39%[inhibitor], 2, -1%, -15%, 4%, 12%, ?
COCCN(C(=O)COC(=O)c1ccc2c(c1)OCO2)c1c(N)n(Cc2ccccc2)c(=O)[nH]c1=O
    0%, ·, ·, -10, 3%, ·, 7%, 8%, 19%
CC(C)Cn1c(N)c(C(=O)CCl)c(=O)n(C)c1=O
    0%, -2%, 1%, -3, -2%, 1%, 9%, 15%, -5%
O=C1c2cccc3cccc(c23)C(=O)N1CCN1CCN(CC(O)COCc2ccc(Cl)cc2)CC1 (centres undefined)
    ?, ·, ?, ?, -4%, ?, ?, 21µM*, ?
CCc1ccc(S(=O)(=O)N(C(=O)c2ccncc2)c2ccc(OC(=O)c3ccncc3)cc2)cc1
    3%, -1%, 9%, -61*, -34%, -19%, -4%, -13%, 7%
O=C(Nc1ccc(F)cc1)N1CCc2ccccc2C1
    0%, -125%[inhibitor], 0%, -55*, 0%, 49%[activator], -1%, 10%, 1%
CC(=O)c1c(OC(=O)c2ccco2)c2ccccc2n1C
    -11%, 11%, -3%, 22, -12%, -2%, 10%, 1%, -7%
O=C(Cc1ccc(Cl)c(Cl)c1)OCC(=O)c1ccc[nH]1
    -3%, -5%, ?, 7, -7%, -17%, -10%, -12%, 0%
Oc1ccc2ccccc2c1N=Nc1ccccc1F
    3%, ?, 0%, 1, 4%, ·, 5%, 9%, 2%
O=C(NC1CCSc2ccccc21)c1ccccc1Br (centres undefined)
    -13%, -5%, 3%, -8, -4%, 10%, 7%, 14%, -4%
CCc1ccccc1NC(=O)C1COc2ccccc2O1 (centres undefined)
    ?, -8%, -2%, -2, 8%, -5%, 14%, ?, 11%
CSc1nc(N)nc2c1ncn2CC(=O)Nc1ccc(C)c(C)c1
    -22%, 3%[9.22 µM], 2%, 24, -5%, -26%, -1%, -4%, -1%
Cc1ccc(C)c(CN2CCCN(Cc3cc(C)ccc3C)S2(=O)=O)c1
    -5%&-26%, 8%, 3%, 9, -10%, -9%&-10%, 2%, -9%, 4%&0%
Brc1ccc(/C=N/Nc2ccccn2)cc1
    -13%, -10%, -5%, -9, -4%, 62%[activator], 2%, 11%, -20%
COc1cc(/C=C/C(=O)OCC(=O)c2ccc(OC(F)F)cc2)ccc1O
    -4%, 6%, ?, -23, -30%, -7%, ?, -19%, -4%
O=C(CSCCc1ccccn1)Nc1ccc(Br)cn1
    15%, -12%, 13%, -3, -4%, ?, 6%, 5%, 21µM*
CC(C)NC(=O)c1cc(-c2ccc3c(c2)OCO3)on1
    6%, -5%, 1%, -2, 12%, 44%[activator], 2%, ?, 11%
O=C(NC(=S)NCC1CCCO1)c1cccc([N+](=O)[O-])c1 (centres undefined)
    2%, 6%, 0%, 0, -8%, 6%, 8%, -2%, ?
CCOc1ccc(N)c(SSc2cc(OCC)ccc2N)c1
    0%, 17%, ?, 0, -11%[11.6 µM], ·, ?, ?, -12%
CCOc1c2ccc(C(=O)N[C@H](C)C3CCCCC3)cc2nn1CCOC
    3%, 0%, -9%, 42, -27%, 6%, 3%, -5%, -12%
OCC[C@@H]1C[C@@H](O)[C@H](O)[C@]2(OCCCc3ccccc32)O1
    13%, -10%, -1%, 10, -5%, 0%, 13%, 13%, -5%
COc1ccccc1CN(C)C(=O)c1ccccc1Sc1ccccc1C#N
    -25%, 12%, ?, 13, -30%, -6%, -14%, -5%, ?
CCOc1ccc2c(c1)c(N=Nc1cccc(C(=O)O)c1)c(O)n2C
    10%, 5%, -4%, 8, -26%, 5%, -2%, 4%, -9%
CC1=N/C(=C\c2ccc3c(c2)OCO3)C(=O)N1c1ccc(C(=O)O)cc1
    0%, -8%, 1%, 9, -14%, -20%, 7%, 17%, 6%
C[C@H]1COC(=O)CC/C=C\C[C@H](CC(=O)N(CCO)Cc2ccccc2)C(=O)N1
    13%, 7%, 3%, 19, -4%, 12%, 13%, 3%, 0%
CC1CCCCN1C(=O)Nc1ccccc1Cl (centres undefined)
    9%, 1%, 3%, -6, 9%, ·, -1%, 3%, 28%
COc1ccc(Cn2cnc3c4cc(F)ccc4n(C)c3c2=O)cc1
    2%, -21%, 8%, 3, 5%, -19%, 5%, 11%, ?
O=C(O)C1(Nc2ccc(Cl)cc2)CCCC1
    0%, -13%, 6%, 11, 5%, -6%, -20%, -18%, ?
Cc1ccc(-c2nc3ccccc3n2C)o1
    ?, ?, 29%, -6, 0%, -5%, -18%, -29%, -17%
c1ccc(-c2nnc(C3CC(c4ccncc4)=NO3)o2)cc1 (centres undefined)
    2%, -7%, -6%, 25, -1%, 15%, 15%, 17%, 24%
C=C(C)COc1ccc(-c2ncncc2-c2ccc(Br)cc2)c(O)c1
    -10%, 1%, ?, -8, -7%, -13%, -28%, ?, -16%
CCOC(=O)/C(N)=C/c1ncc(C(F)(F)F)cc1Cl
    -7%, -7%, 2%, 27, -11%, -8%, 22%, 13%, 22%
S=c1[nH]nc(-c2ccccc2)n1/N=C/c1cccs1
    30%, 1%, 28%, 43, 28%, 4%, ?, ?, 7%
CC(=O)Nc1ccc(Sc2ccccc2C(=O)O)cn1
    5%, -7%, -24%, 13, -2%, 6%, -1%, 0%, 27%
O=C(NCc1cccs1)C1CCN(c2nccs2)CC1
    15%, -9%, -6%, -10, -12%, -2%, 10%, 5%, -16%
COc1ccc(NCC(=O)N2CCCC2)cc1Cl
    24%, 0%, 3%, -22, 12%, -5%, 12%, 26%, -8%

An excerpt from above with just KB-3-1 tox and MCF10A rereplic.
SMILES	KB-3-1 tox	MCF10A rereplic
C[C@@H]1CN([C@@H](C)CO)C(=O)CCCn2nncc2CO[C@@H]1CN(C)C(=O)c1ccc2ccn(C)c2c1	26%	·
O=C1NC(=S)N/C1=C/c1cccn1-c1ccc([N+](=O)[O-])cc1	-46%	-3%
O=C1c2ccccc2/C(=C\c2ccc(Br)s2)N1c1ccccc1	18%	3%
COc1cc(OC)cc(-c2nnc(SCc3ccc(C(=O)O)cc3)o2)c1	5%	?
